# From PubChem BioAssay
# proCasp7 act: procaspase-7 activators, primary screen, counter-screen for procaspase-3 activator project, biochemical, absorbance, HTS, human. Caspase-7 (Homo sapiens), P55210. recombinant procaspase-7, Ac-DEVD-pNA absorbance 405 nm; D23A/D198A/D206A triple mutant, cannot self-cleave; scale: DMSO 0, 5 µM enzyme 100. activation, % at 8.5 µM. 0.093% of 330,000 active. AID 463210, 2010;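 active = percent activation above the screen-wide mean plus 3 SD, cut at about 25% in these data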
# Target sequence (P55210 whole entry D23A/D198A/D206A): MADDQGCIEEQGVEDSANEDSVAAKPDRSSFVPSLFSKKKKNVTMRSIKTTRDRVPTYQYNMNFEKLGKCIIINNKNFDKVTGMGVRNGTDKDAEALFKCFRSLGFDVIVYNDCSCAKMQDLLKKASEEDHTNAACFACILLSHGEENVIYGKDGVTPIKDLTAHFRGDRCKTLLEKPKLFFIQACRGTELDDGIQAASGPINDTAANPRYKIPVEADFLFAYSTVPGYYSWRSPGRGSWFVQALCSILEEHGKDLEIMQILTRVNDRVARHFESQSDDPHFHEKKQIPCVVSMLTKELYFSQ
#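 signal = Epi-absorbance of released pNA at 405 nm, two timepoints | assay system = Uncleavable procaspase-7 mutant enzyme | reagent = Ac-DEVD-pNA substrate, 400 µM as added | times = 1 h enzyme–compound preincubation and 2 h substrate reaction, both 25 °C | benchmarks = low DMSO alone, high DMSO plus 5 µM PC-7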
# PP1 counter: PP1-alpha phosphatase inhibitors, primary screen, counter-screen for PP5 inhibitor project, biochemical, fluorescence, OMFP substrate, single point; Serine/threonine-protein phosphatase PP1-alpha catalytic subunit (Homo sapiens), P62136; purified PP1alpha; inhibition, % at 6.7 µM; 0.9% of 320,000 active; AID 2235, 2010;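 active = inhibition above the mean inhibition of all tested compounds plus 3 SD, computed separately for each screening campaign, cut at about 15% in these data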
# Target sequence (P62136 whole entry, looked up): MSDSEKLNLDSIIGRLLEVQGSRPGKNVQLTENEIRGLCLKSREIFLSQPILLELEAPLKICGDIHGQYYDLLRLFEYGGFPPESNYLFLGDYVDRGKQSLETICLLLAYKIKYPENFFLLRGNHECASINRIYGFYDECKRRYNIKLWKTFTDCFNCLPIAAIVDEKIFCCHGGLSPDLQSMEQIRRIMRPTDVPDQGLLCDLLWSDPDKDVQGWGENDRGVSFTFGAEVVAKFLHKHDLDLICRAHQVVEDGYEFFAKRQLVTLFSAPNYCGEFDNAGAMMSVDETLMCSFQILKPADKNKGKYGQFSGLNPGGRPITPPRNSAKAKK
# PAFAH2 FP inh: PAFAH2 enzyme inhibitors, primary screen, biochemical, fluorescence polarization, human; recombinant PAFAH2, FP-rhodamine activity probe; Platelet-activating factor acetylhydrolase 2, cytoplasmic (Homo sapiens), Q99487; 0.99% of 340,000 active; inhibition, % at 3.39 µM;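 active = inhibition above the mean over all tested compounds plus 3 SD, cut at about 30% in these data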;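 also: inhibitors block probe labeling of enzyme so polarization drops; 0% = enzyme with DMSO and 100% = wells lacking PAFAH2 protein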
# proCasp3 act: activators of human procaspase-3 D3A mutant, primary screen, biochemical, absorbance, PC-3 D3A mutant, single concentration; Caspase-3 (Homo sapiens), P42574; recombinant procaspase-3 D3A, Ac-DEVD-pNA absorbance 405 nm; activation, % at 8.5 µM; 0.11% of 330,000 active; AID 463141, 2010;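 active = activation above the mean of all tested compounds plus 3 SD, cut at about 21% in these data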;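 also: 0% = DMSO alone and 100% = DMSO wells spiked with extra 5 µM PC-3 D3A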
# Target sequence (P42574 whole entry D9A/D28A/D175A): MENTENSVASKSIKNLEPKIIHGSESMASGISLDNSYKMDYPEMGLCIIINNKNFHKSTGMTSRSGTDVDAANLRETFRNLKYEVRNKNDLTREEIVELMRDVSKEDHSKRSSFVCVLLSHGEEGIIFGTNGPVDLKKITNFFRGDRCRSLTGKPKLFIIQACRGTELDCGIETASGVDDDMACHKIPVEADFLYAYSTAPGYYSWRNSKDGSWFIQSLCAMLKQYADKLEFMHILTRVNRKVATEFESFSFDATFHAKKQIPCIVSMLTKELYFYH
#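 Test system: Procaspase-3 D3A mutant, all three cleavage aspartates alanine | Dosing: Single dose, 8.5 µM nominal compound, 0.8% DMSO | Schedule: 1 h preincubation, 2 h reaction | Technique: 405 nm absorbance of p-nitroaniline, reads at 0 and 120 min | Repeats: One well per compound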
# AHR act: AHR activators, primary screen, cell-based, luminescence, luciferase reporter, human; AHR-responsive luciferase reporter cells; activation, % at 5 µM; 2.5% of 320,000 active; AID 2796, 2010; in the data active = activation above about 47%;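 also: 0% = vehicle wells and 100% = reference agonist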
# Fh CTSL1 inh: Fasciola hepatica cathepsin L1 inhibitors, primary screen, counter-screen for PFM18AAP inhibitor project, biochemical, QFRET, fluorogenic peptide substrate | recombinant F. hepatica cathepsin L1, Z-Leu-Arg-MCA fluorescence | inhibition, % at 5.96 µM | 0.49% of 300,000 active;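 active = inhibition above the mean of all tested compounds plus 3 SD, set per screening campaign, cut at about 17% in these data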;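 also: 0% = plate median of test compound wells and 100% = 1 µM Z-Phe-Ala-diazomethylketone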
# PP5 inh: PP5 phosphatase inhibitors, primary screen, biochemical, fluorescence; purified PP5c, OMFP substrate fluorescence; inhibition, % at 6.7 µM; 0.18% of 320,000 active; AID 1987, 2009;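 active = inhibition above the campaign's mean inhibition across all tested compounds plus 3 SD, cut at about 9.5% in these data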;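 also: 0% = DMSO only and 100% = 100 µM cantharidin control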
# core dimer inh: inhibitors of HCV core protein dimerization, primary screen, biochemical, TR-FRET, high-throughput; TR-FRET GST/Flag-core106 dimerization, 1536-well; inhibition, % at 5 µM; AID 1899, 2009; 0.33% of 300,000 active;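 active = inhibition above the mean of all tested compounds plus 3 SD, set per screening campaign, cut at about 45% in these data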
#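 Assay system – GST-tagged and Flag-tagged HCV core protein residues 1-106 · Quantity – core106 proteins, GST 13.5 nM and Flag 17 nM · Benchmarks – unlabelled core106 and no-GST-core106 wells · Read-out basis – percent inhibition of core106 dimerization signal · Detection – time-resolved FRET, ex 340 nm, em 617 and 671 nm · Schedule – 4 h at 22.5 °C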
# TPT1 inhibitor: Candida albicans TPT1 enzyme inhibitors, primary screen, biochemical, fluorescence polarization. tRNA 2'-phosphotransferase TPT1 (Candida albicans SC5314). inhibition, % at 5 µM. recombinant caTPT1, FP RNA substrate dephosphorylation. 0.81% of 300,000 active;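 active = inhibition above the mean of all tested compounds plus 3 SD, set per screening campaign, cut at about 24% in these data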;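 also: plate controls were DMSO alone for no effect and ferristatin control at 100 nM for full effect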
# * hit, by the source's call; nt = not tested or not shown.
SMILES,proCasp7 act,PP1 counter,PAFAH2 FP inh,proCasp3 act,AHR act,Fh CTSL1 inh,PP5 inh,core dimer inh,TPT1 inhibitor
CCCN(C(=O)c1ccccc1N)c1c(C)n(C)n(-c2ccccc2)c1=O,-4,-4,8,8,-6,1,0.1,3,-6
CC(NC(=O)C1CSC2(C)CCC(=O)N12)c1ccccc1Cl (stereo unspecified),10,1,6,-7,-2,0,3.4,-1,1
Cn1c(=N)n(CC(=O)c2ccc(F)cc2)c2ccccc21,-8,-3,4,0,65*,-4,0.0,4,-3
C[C@H](NC(=O)c1nc[nH]c1C(=O)N[C@@H](Cc1ccccc1)C(=O)OC(C)(C)C)c1ccccc1,1,11,-7,1,2,5,7.2,3,-1
S=C(NCCc1ccccc1)NC1CC2CCC(C1)N2Cc1ccccc1 (stereo unspecified),-3,-3,-6,-6,-1,1,1.5,-5,-3
Cc1[nH]c(=O)[nH]c(=O)c1NC(=O)c1sc2nc3c(C)cccc3cc2c1N,-1,7,4,-11,4,0,1.6,-37,6
Cc1cc(N2CCCCC2)n2ncc(-c3ccc(Cl)cc3)c2n1,5,0,-10,6,5,1,0.2,-4,-2
COC(=O)c1ccccc1CSc1nsc(C)c1C#N,-23,-1,6,-6,1,-2,1.8,12,-1
O=C(COc1ccc(Cl)cc1Cl)Nc1nnc(C2=COCCO2)o1,-7,3,8,0,2,2,-0.1,0,-1
CC1CCN(C(=O)COc2ccccc2F)CC1,0,-3,5,-2,1,0,2.9,3,3
CCc1ccc(NC(=O)C(=O)NNC(=O)c2ccc(OC)cc2)cc1,-9,2,-7,2,0,0,-0.9,-1,1
O=C(COC(=O)CCc1c[nH]c(=O)[nH]1)Nc1ccccc1Cl,-5,-4,1,6,0,-8,-1.6,-12,-8
O=C1CC(/C=C/c2ccccn2)=Nc2ccccc2N1,-5,-3,3,-3,11,-8,-0.6,0,-4
CN(C)C(C)(C)C#CC(O)(c1ccccc1)c1ccccc1,14,-3,-2,2,0,-2,-4.0,-2,1
CC(C)(C)NC(=O)CSc1nc(-c2ccccc2)cc(=O)[nH]1,4,-4,6,-5,3,0,0.8,-1,-2
Cn1nc(-c2ccc(Cl)cc2)c2cc(C(=O)NCCCN3CCOCC3)sc21,-4,-1,2,-1,55*,2,2.1,1,-4
O=C(NCCc1ccco1)c1cc(COc2cccc(C(F)(F)F)c2)on1,-8,1,-3,-3,2,2,2.7,9,-2
Cc1cc(NC(=O)c2cnn3cccnc23)n(-c2ccccc2)n1,3,-2,6,2,10,-1,-0.1,2,1
Cn1cnc2c1c(=O)[nH]c(=O)n2Cc1ccccc1,1,-2,6,1,0,-2,-2.9,8,-1
Cc1ccc(Nc2ncnc3c2cnn3C)cc1,10,-2,10,5,23,0,-1.2,-1,-2
N#Cc1cc2c(=O)n3ccccc3nc2n(CCCn2ccnc2)c1=N,-29,5,-4,-32,102*,2,4.1,-9,-3
O=C(C1=C(O)C(=O)N(c2ncccn2)C1c1cccc(Cl)c1)c1ccco1 (stereo unspecified),-16,0,7,-7,20,-1,0.3,3,4
Fc1ccc(-c2ncc3ccccn23)cc1,9,-4,2,-5,9,1,-1.2,0,6
O=P(COCCOCCOCP(=O)(c1ccccc1)c1ccccc1)(c1ccccc1)c1ccccc1,0,-4,-4,10,1,-3,4.2,1,-3
Cc1c(C)n(CC(O)CN(CCO)CCO)c2ccccc12 (stereo unspecified),-3,-4,9,-5,1,-2,0.8,5,4
COc1ccc(C(=O)Nc2ccc(Cl)cc2C(=O)N2CCOCC2)cc1,-1,1,3,9,4,2,-1.1,3,-2
CC1CCCN(S(=O)(=O)c2ccc(NC(=O)Cn3nnc(-c4ccccc4F)n3)cc2)C1 (stereo unspecified),0,2,-83,0,-3,-1,7.0,14,-4
COc1cc(C(=O)NNC(=O)Cc2cccs2)cc(OC)c1OC,13,nt,7,3,3,nt,nt,nt,nt
Cc1cccc(NC(=O)C(C)Oc2ccc(C)nc2[N+](=O)[O-])c1 (stereo unspecified),2,nt,-5,5,6,nt,nt,nt,nt
CCc1c(C)c2cc(Cl)c(O)c(CN(CC)CC)c2oc1=O,5,0,-2,1,4,3,2.1,1,-1

# 2 of the compounds above, with bars between the fields.
Structure | proCasp7 act | PP1 counter | PAFAH2 FP inh | proCasp3 act | AHR act | Fh CTSL1 inh | PP5 inh | core dimer inh | TPT1 inhibitor
N#Cc1cc2c(=O)n3ccccc3nc2n(CCCn2ccnc2)c1=N | -29 | 5 | -4 | -32 | 102* | 2 | 4.1 | -9 | -3
Cc1cc(NC(=O)c2cnn3cccnc23)n(-c2ccccc2)n1 | 3 | -2 | 6 | 2 | 10 | -1 | -0.1 | 2 | 1

# Filtered by structure: those above with a furan ring, fused or not
SMILES,proCasp7 act,PP1 counter,PAFAH2 FP inh,proCasp3 act,AHR act,Fh CTSL1 inh,PP5 inh,core dimer inh,TPT1 inhibitor
O=C(NCCc1ccco1)c1cc(COc2cccc(C(F)(F)F)c2)on1,-8,1,-3,-3,2,2,2.7,9,-2
O=C(C1=C(O)C(=O)N(c2ncccn2)C1c1cccc(Cl)c1)c1ccco1 (stereo unspecified),-16,0,7,-7,20,-1,0.3,3,4

# (continued)
SMILES,proCasp7 act,PP1 counter,PAFAH2 FP inh,proCasp3 act,AHR act,Fh CTSL1 inh,PP5 inh,core dimer inh,TPT1 inhibitor
Cc1ccc(-c2cc(C(=O)N3CCCCCC3)no2)cc1,3,7,3,0,-10,-2,1.2,-11,-2
CCOC(=O)N1CCC(N2Cc3cccc(C(=O)NCc4ccccc4OC)c3C2=O)CC1,-7,-2,-3,-5,2,0,2.4,22,4
Cc1ccc(S(=O)(=O)N(c2ccccc2)C2CCS(=O)(=O)C2)cc1 (stereo unspecified),6,2,2,-9,4,-1,0.1,-7,-8
COc1ccc(C2N(Cc3ccccc3)CC(=O)N2/N=C(\C)c2ccccc2)cc1 (stereo unspecified),5,-5,-5,4,8,-1,1.6,13,-2
c1cc(Nc2ncnc3sccc23)cc(-c2nnc3n2CCCCC3)c1,-6,-1,7,-2,49*,-4,1.0,13,2
Cc1cc(/C=C2\SC(=O)N(C)C2=O)c(C)n1-c1ccc(S(N)(=O)=O)cc1,-4,-1,1,3,0,2,1.9,3,5
Cc1coc2cc3oc(=O)c(CCC(=O)O)c(C)c3cc12,-1,0,3,6,-1,-2,-0.8,-2,-1
CN(Cc1nccn1C)C(=O)C1CCC(=O)N(CCc2ccc(Cl)cc2)C1 (stereo unspecified),1,-3,1,-4,0,-2,1.9,1,-2
O=c1/c(=C/c2ccccc2)sc2nnc(-c3cccs3)n12,5,0,nt,-10,-4,-4,0.8,3,-1
COc1cccc(CNC(=O)CCS(=O)(=O)c2ccc3c(c2)NC(=O)CS3)c1,6,-1,6,6,0,0,0.4,9,1
O=C(O)c1cnn2c(C(F)(F)F)cc(-c3ccccc3)nc12,-4,1,-3,-2,-1,-2,2.2,-4,0
CN(Cc1ccccc1)C1=CC(=[N+]2CCCCC2)CC(C)(C)C1,-1,-1,-4,4,-10,1,-0.8,0,-1
O=C(Nc1nc2c(s1)C(=O)CCC2)c1ccccc1,7,-2,0,8,2,-2,1.1,-1,-4
Cc1ccc(S(=O)(=O)N(CC(=O)NCCSC2CCCCC2)c2ccccc2F)cc1,12,1,3,3,2,1,-0.2,1,-2
Cc1cccc(N(CC(=O)N=Nc2c(O)[nH]c3ccccc23)S(C)(=O)=O)c1C,-5,-3,-9,5,3,0,1.9,-3,0
O=C(OC1Cn2c(=O)ccc(=O)n2C1)c1ccc([N+](=O)[O-])cc1,10,-2,0,4,0,0,0.7,3,1
O=C(Cn1c(=O)n(Cc2ccco2)c(=O)c2ccccc21)NCC1CCCO1 (stereo unspecified),7,-4,-7,-1,1,-2,-0.4,2,-2
CCN(CC)CC(=O)c1c[nH]c2ccccc12,8,-4,9,9,10,-2,0.6,-4,-5
O=C(CCC1CCN(Cc2ccccc2O)CC1)NC1CC1,1,6,3,-1,2,-2,3.4,-11,-6
CC(C)/C=C/CN1CCN(CCCc2ccccc2)C(CCO)C1 (stereo unspecified),2,2,1,-1,1,1,5.5,-5,0
Brc1ccc(-c2nn3c(Cc4ccccc4)nnc3s2)o1,-11,2,-2,3,20,-2,1.2,-8,-4
O=C(COc1ccc(-c2ccccc2)cc1)NN=C1CCCC1,1,-1,2,5,52*,-4,-1.4,0,2
O=C(CN(c1ccc(F)cc1)S(=O)(=O)c1ccc2c(c1)OCCO2)Nc1ccc2c(c1)OCO2,2,7,3,1,101*,6,5.0,10,-2
COc1ccc(Br)cc1CN(C)C(=O)CNC(=O)c1ccc2ccccc2c1,1,3,10,6,8,2,4.7,8,-4
Cc1noc(C)c1S(=O)(=O)N(CC(=O)N1CCn2c1nc1ccccc12)c1ccc(C(C)C)cc1,6,-3,2,8,9,1,-0.9,15,-4
CC(=O)c1ccc2noc(-c3cccc(C)c3)c2c1,-7,4,-2,-12,17,1,1.1,0,-2
CC(=O)c1c(C)oc2ccc(NS(=O)(=O)c3ccc(C(=O)O)cc3)cc12,-2,-1,-3,9,-4,0,1.6,-7,-1
CCN1CCN(C(=O)CCNC(=O)Cn2ccc3ccccc3c2=O)CC1,6,-1,-1,1,3,-2,-0.4,-4,-1
CC(=O)Nc1cccc(NC(=O)c2cc3ccccc3o2)c1,2,-2,-16,-4,8,-4,1.9,1,1
O=C1NCCN/C1=C\C(=O)c1ccccc1,4,-2,0,1,3,5,1.4,1,2
CC(C)c1ccc(NC2CCCN(C(=O)CCn3cnnn3)C2)cc1 (stereo unspecified),-2,2,-12,1,6,-2,2.6,1,-1
COc1ccccc1CNC(=O)COC(=O)c1cc(=O)[nH]c2ccccc12,-4,0,5,1,10,nt,1.4,nt,nt
Cc1ccc(S(=O)(=O)N2CCOCC2)cc1C(=O)OC(C)C(=O)NC1CCCC1 (stereo unspecified),-1,10,-6,7,-1,nt,2.9,nt,nt
O=[N+]([O-])c1cccc(Nc2nc(Cl)nc(Cl)n2)c1,6,-1,9,-3,4,0,-1.1,8,1
CCOc1ccccc1NC(=O)CC1NCCNC1=O (stereo unspecified),3,-4,8,2,-1,-3,1.6,-2,2
CCc1nnc(NC(=O)c2nc3nc(C)cc(C)n3n2)s1,0,0,2,6,9,3,-0.6,-6,-5
O=C(N1CCCC1)C(F)(F)Oc1ccc(F)cc1,7,-3,3,4,-3,5,1.8,-10,-6
CCOC(=O)c1ccc(NC(=O)c2ccccc2)cc1,12,-5,-1,4,1,7,1.2,-1,-1

# Outcome played no part in choosing rows. About 5.6% of those tested had a hit in this group.
